Autophagy HCS – modulators of autophagy. MEF GFP-LC3 puncta imaging; test concentration mostly 10 µM. calls only at 10 µM (by protocol). 190,000 tested, 0.98% active. AID 463193;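 active = percentage of spot-positive cells more than 3 SD above its plate mean, without a fluorescence outlier flag or 80% toxicity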;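 also: spot-positive cell cutoff set from DMSO-treated cells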
TNAP activation fold – human TNAP enzyme activators, primary screen, biochemical, luminescent, no phosphate acceptor, uHTS (AID 1001); 200,000 tested, 0.03% active; purified TNAP, luminescent activation assay, no phosphate acceptor; higher activation fold means a stronger effect; activation fold at 20 µM; hits with a dose series show EC50 in µM; in the data active = activation fold from about 3, or a potency from the dose series; inactive = the rest, 99 in 100 with activation fold below about 1.6; also: many of its hits are not listed in these tables
bCat nuc transl – alters nuclear translocation of beta-catenin in HeLa cells; 190,000 tested, 0.3% active; nuclear translocation activity, % at 5 µM; immunofluorescence imaging;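 active = nuclear translocation activity above 50% at 5 µM, with a well cell count of 50 or more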;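 also: per-cell ratio of nuclear to cytoplasmic median beta-catenin stain intensity; plate controls were DMSO negative control for no effect and GSK-3 inhibitor IX positive control for full effect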
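test system = HeLa cells, endogenous beta-catenin | dosing = single 5 µM dose plus 0.02–20 µM confirmation series | times = compound treatment 24 h, 37°C, 5% CO2 | technique = beta-catenin immunofluorescence imaging with DAPI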
T cell HTS – T cell immune modulation candidate; 2C CD8+ T cell-vesicle binding, flow cytometry; stronger effect = lower value; calls only at 7 µM; 330,000 tested, 0.068% active;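 active = response, share of CD8 T cells binding vesicles, and their 90th percentile fluorescence all below set limits, cut at about 80% in these data, passing the limit was not always enough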
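System: murine 2C transgenic CD8+ T lymphocytes; also added: QL9-loaded Drosophila micro-vesicles; times: binding 1.5 h at 37 °C; measured by: flow cytometry, PE anti-B7-1 (FL2) versus Alexa647 anti-CD8 (FL8), PFA-fixed; control set: Peptide-free naked vesicles (low) and QL9 vesicles with 0.7% DMSO vehicle (high)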
Hep lipid drop – hepatic lipid droplet formation modulation | AML12 mouse hepatocytes, oleate lipid droplets, BODIPY imaging | inhibition, % at 6.5 µM | 240,000 tested, 0.4% active | AID 1656;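 active = lipid droplet intensity inhibited by at least 50%, with more than 500 cells counted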
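Material – AML12 mouse liver cells · Also added – oleate loading, 100 µM · Compound dosing – 6.5 µM single-point dosing · Times – overnight treatment with compound plus oleate · Measured by – fluorescence imaging, 20x objective, two fields per well · Read-out – percent inhibition of filter-corrected integrated lipid droplet intensity per well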
MT stabilize HCS – stabilizes microtubules in HeLa cells; HeLa tubulin immunostaining HCS, 24 h; share of cells brighter than vehicle mean+2SD; AID 2205; % tubulin-high responders, % at 10 µM; 200,000 tested, 0.83% active;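 active = plate Z-score above 3 for both tubulin-high and condensed-nucleus cell shares, with cell loss under 80%, at 10 µM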;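 also: anti alpha tubulin signal scored within the nucleus-defined area of each cell; some results filed as inactive read as strong as hits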
PMI inhibition – human PMI inhibitors, high substrate, primary screen, biochemical, fluorescence intensity, high mannose 6-phosphate (AID 1220). recombinant PMI enzyme, coupled fluorescence intensity; higher % means a stronger effect. one-dose inhibition, % at 20 µM; IC50 in µM for titrated hits. 190,000 tested, 0.66% active
Insulin prom up – MIN6 insulin promoter up-regulation. MIN6 insulin promoter-GFP reporter, high-content imaging; stronger effect = higher value. 190,000 tested, 0.3% active. z-score at 5 µM;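 active = z-score above 3 at 5 µM with at least 500 cells counted in the well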
PMI inhibitors – MPI enzyme activity inhibition – biochemical, fluorescence intensity, coupled assay, primary screen (AID 1209); inhibition, % at 20 µM; hits with a dose series show IC50 in µM; purified PMI enzyme, coupled fluorescence intensity; higher % means a stronger effect; 190,000 tested, 0.42% active;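 also: plate controls were DMSO vehicle for no effect and wells lacking substrate for full effect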
Insulin prom up cell count – recorded beside Insulin prom up, whose call it bears; cell count; measured here: cytotoxicity, nuclei count;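 total cells summed across four imaged fields per well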
Hep lipid drop cells 6.5 µM – also measured in Hep lipid drop; calls as there; cell count; measured here: cell count, cytotoxicity flag;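 cells counted across two imaged fields per well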
bCat nuc transl cell count 5 µM – further read-out of bCat nuc transl, marked with its call; cell count; measured here: cell count, cytotoxicity flag
T cell HTS vesicle-bound % – further read-out of T cell HTS, marked with its call; double positive events, %; measured here: CD8+ vesicle-bound cell fraction;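 binding gate set so that unloaded-vesicle control wells show 10% double positive cells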
MT stabilize HCS Hoechst-high % – second read-out of MT stabilize HCS, no call of its own (marks repeat the call); % Hoechst-high responders; measured here: nuclear condensation Hoechst responders;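 share of cells brighter than vehicle mean plus two SD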
MT stabilize HCS cytotoxicity % – second read-out of MT stabilize HCS, no call of its own (marks repeat the call); toxicity, %; measured here: cytotoxicity by cell density;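 0% = mean cell density of plate MIN control wells and 100% = no cells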
Autophagy HCS cell loss 18 h – also measured in Autophagy HCS; calls as there; toxicity, %; measured here: cell loss, nuclei count;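 cell loss after 18 h compound exposure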
The depositor's hits bear a star; i = inactive; . = not tested or not shown; + = active, no number. Rule as the data show it, unless noted: active = inhibition above about 50%; inactive = the rest.

Order of results – Autophagy HCS | Autophagy HCS cell loss 18 h | TNAP activation fold | bCat nuc transl | bCat nuc transl cell count 5 µM | T cell HTS | T cell HTS vesicle-bound % | Hep lipid drop | Hep lipid drop cells 6.5 µM | MT stabilize HCS | MT stabilize HCS Hoechst-high % | MT stabilize HCS cytotoxicity % | PMI inhibition | Insulin prom up | Insulin prom up cell count | PMI inhibitors
COc1ccccc1N(C)S(=O)(=O)c1ccc(C(=O)NCc2ccc3c(c2)OCO3)cc1
→ i | 2 | 1 | -2.5 | 1053 | i | 42 | -24 | 672 | 3.4 | 2.7 | 9.7 | 0% | 1.5 | 1153 | -5%
CC(C)Oc1ccc(N2CC(C(=O)Nc3ccccn3)CC2=O)cc1 (stereo not given)
→ i | 3 | 1.1 | -2.9 | 999 | i | 18 | 15 | 678 | 3.0 | 1.3 | 4.5 | 2% | 0.4 | 1457 | 6%
C=CCNC(=O)c1ccc(OC)cc1
→ . | . | . | -2.4 | 1183 | i | 34 | -5 | 722 | . | . | . | . | 0.1 | 1472 | .
Clc1ccc(-c2nnc3sc(-c4ccc(Br)o4)nn23)c(Cl)c1
→ i | 10 | 1 | 3.2 | 1331 | i | 16 | . | . | 2.4 | 2.1 | 0.3 | 5% | 0.06 | 1362 | -1%
CCOC(=O)N1CCN(c2c(NCCN3CCN(Cc4ccccc4)CC3)c(=O)c2=O)CC1
→ i | -6 | 1.2 | . | . | i | 31 | . | . | 2.6 | 3.4 | 9.7 | 11% | 0.27 | 1054 | 6%
CCCCNC(=O)CCCCn1c(=S)[nH]c2c([nH]c3ccc(OC)cc32)c1=O
→ i | 2 | 1.2 | -1.7 | 1118 | i | 38 | 14 | 719 | 3.5 | 3.0 | 7.2 | -1% | -0.95 | 1323 | -15%
CC(=O)N1CCN(S(=O)(=O)c2cccc(C(=O)Nc3nc4ccccc4[nH]3)c2)CC1
→ i | 8 | 1.1 | -0.9 | 1280 | i | 43 | . | . | 0.5 | 1.2 | 9.3 | 4% | 1.3 | 1397 | 4%
O=c1oc(-c2ccccc2Cl)nc2ccsc12
→ i | 4 | 1.1 | -5.7 | 1152 | i | 12 | -5 | 775 | 1.6 | 1.5 | 7.8 | -1% | -0.02 | 795 | 6%
CCOC(=O)CC(C#N)c1cn(C)c2ccccc12 (stereo not given)
→ i | 4 | 1.1 | 3.1 | 1154 | i | 2 | . | . | 3.7 | 2.3 | 2.6 | 1% | -0.82 | 1280 | 10%
O=C(CCNS(=O)(=O)c1ccc(Cl)cc1)OCC(=O)c1ccc[nH]1
→ . | . | . | -0.5 | 1272 | i | 10 | 7 | 754 | . | . | . | . | -0.29 | 1054 | .
CCN(CC)CCCNC(=O)CCc1ccccc1
→ i | -6 | 1.1 | -13 | 1087 | i | 0 | 9 | 766 | 1.8 | 1.8 | 7.5 | -7% | . | . | -5%
Cc1ccc(S(=O)(=O)N2CCCCC2)cc1C(=O)Nc1ccc2cn[nH]c2c1
→ i | 11 | 1.1 | -0.7 | 649 | i | 36 | . | . | 2.0 | 1.6 | 12 | 22% | -0.36 | 965 | 14%
COC(=O)CSc1nnc(CNC(=O)Cc2ccccc2)n1C
→ i | -13 | 1.1 | -0.4 | 822 | i | 20 | . | . | 0.9 | 1.0 | 5.8 | 0% | 0.45 | 1702 | -2%
Cc1ccc(NC(=S)N(CCCN2CCC(C)CC2)Cc2ccco2)cc1
→ i | 13 | 1.1 | -2.4 | 1111 | i | 32 | 26 | 696 | 2.0 | 2.4 | 9.8 | -8% | -2.7 | 1386 | 81%*
COC(=O)c1[nH]c2cccc(Cl)c2c1NC(=O)CN1CCCCC1C (stereo not given)
→ i | -9 | 1.1 | -2.1 | 871 | i | 24 | . | . | 3.6 | 2.3 | 11 | 11% | . | . | 10%
COc1ccccc1CCc1nnc(CCC(=O)NCCOc2cccnc2)o1
→ i | 7 | 1.1 | -1.5 | 1115 | i | 45 | 4 | 643 | 1.4 | 1.0 | 3.3 | -7% | . | . | 7%
O=C(Cn1nnc(-c2ccccc2)n1)NNC(=O)c1ccco1
→ i | 21 | 1.1 | 0.1 | 961 | i | 51 | 8 | 682 | 2.3 | 2.0 | 9.7 | 2% | -0.2 | 1490 | 0%
Fc1ccc(-c2cc3nc4c(c(N5CCOCC5)n3n2)CCCC4)cc1
→ i | 1 | 1.1 | 0.7 | 1038 | i | 11 | . | . | 2.8 | 2.3 | 8.4 | 19% | -1.4 | 1249 | 8%
O=C(Nc1ccccc1F)N(CCCN1CCOCC1)Cc1cc2cc3c(cc2[nH]c1=O)OCCO3
→ i | -5 | 1.2 | -11 | 982 | i | 37 | . | . | 4.4 | 3.2 | 1.2 | 0% | -1.2 | 1111 | -7%
CNC(=O)CSc1nnc(-c2ccccn2)n1Cc1ccco1
→ . | . | . | 1.5 | 1311 | i | 21 | 2 | 682 | . | . | . | . | 0.57 | 1354 | .
CCOC(=O)N1CCC(NC(=O)Cn2ncc3ccccc32)CC1
→ i | 6 | 1.1 | . | . | i | 8 | 13 | 731 | 1.8 | 2.4 | 10 | -2% | 0.55 | 1081 | -3%
CSc1nc2ccccc2cc1/C=C(\C#N)c1ccc(Cl)cc1Cl
→ + | 3.9* | 1 | 0.5 | 1330 | i | 2 | . | . | 2.7 | 0.8 | 1.0 | 16% | -0.2 | 1795 | -1%
COc1ccccc1NC(=O)/C=C/C(N)=O
→ i | 7 | 1.1 | 0.0 | 1176 | . | . | 15 | 802 | 1.9 | 2.6 | 7.7 | -4% | . | . | 0%
Cc1ccc2c(c1)nnn2C1CCN(C(=O)NC23CC4CC(CC(C4)C2)C3)CC1
→ i | -5 | 1 | 0.9 | 1018 | . | . | -1 | 628 | 1.6 | 1.7 | 3.2 | 1% | 0.22 | 1851 | 4%
COc1cc(OC)cc(-n2nnnc2SCC(=O)N2CCCc3ccccc32)c1
→ i | 9 | 1.1 | 1.5 | 1020 | . | . | 1 | 606 | 7.6 | 3.9 | 2.0 | 24% | 0.39 | 1805 | 22%
CCN(CC)C(=O)Oc1ccc(Br)cc1C(=O)Nc1ccc(F)cc1F
→ . | . | . | -1.5 | 1121 | i | 16 | -20 | 670 | . | . | . | . | -0.82 | 1396 | .
CN(C)S(=O)(=O)c1ccc(NC(=O)CN2CCc3ccccc32)cc1
→ . | . | . | 1.1 | 1344 | i | 44 | 6 | 664 | . | . | . | . | -0.37 | 985 | .
O=C(Oc1coc(CSc2ncccn2)cc1=O)c1ccccc1[N+](=O)[O-]
→ i | 6 | 1.1 | . | . | i | 31 | -3 | 710 | 2.9 | 3.2 | 0.2 | -7% | 0.78 | 941 | -10%
COC(=O)CSc1nc(N)c2c3c(sc2n1)CCCC3
→ i | 0 | 1.1 | -0.7 | 1162 | i | 17 | . | . | 3.6 | 2.8 | 19 | 0% | 0.86 | 1339 | -4%
O=c1c(-c2ccccc2)[n+]([O-])c2ccccc2n1O
→ i | 7 | 1 | -6.5 | 1160 | i | 43 | -2 | 665 | 1.5 | 0.8 | 8.7 | 10% | 0.62 | 1283 | 8%
Cc1cc(=O)n2[nH]cnc2n1
→ i | 8 | 1.1 | -0.9 | 1110 | i | 37 | -56 | 671 | 4.9 | 1.6 | 11 | -2% | 0.25 | 1452 | -1%
OC(CN(c1ccccc1)c1ccccc1)Cn1cnc2ccccc21 (stereo not given)
→ i | 21 | 1 | -1.8 | 1190 | i | 11 | -7 | 823 | 3.6 | 2.1 | 14 | 15% | -0.1 | 1154 | 22%
O=C(C1CC1)N1CCN=C1SCc1ccccc1
→ i | -5 | 1.1 | -2.8 | 1146 | i | 41 | 4 | 708 | 3.5 | 2.6 | 1.9 | 17% | -2.7 | 593 | 18%
COC(=O)CC1C(=O)NCCN1C(=O)OC(C)(C)C (stereo not given)
→ i | 13 | 1 | -2.6 | 984 | i | 58 | 5 | 677 | 1.8 | 2.3 | 6.5 | -16% | -0.01 | 1610 | -11%
COC(=O)c1ccccc1NC(=O)CSc1n[nH]c(C)n1
→ i | 8 | 1 | -2.0 | 1203 | i | 47 | -16 | 752 | 4.7 | 1.4 | 0.3 | 3% | 0.17 | 1213 | 1%
Cn1c(=O)n(C)c2cc(/C=N/NC(=O)c3cccc(Br)c3)ccc21
→ i | -8 | 1.1 | -0.2 | 1114 | i | 35 | 1 | 743 | 2.2 | 1.8 | 8.4 | -1% | 0.52 | 977 | -1%
CC(=O)c1cc(CN2C(=O)CCC2=O)cs1
→ i | -14 | 0.9 | 0.6 | 1169 | i | 29 | . | . | 4.3 | 2.3 | 7.4 | 5% | 0.25 | 1271 | -1%
O=C(Cc1cccs1)NCc1cn2ccccc2n1
→ i | 11 | 1 | . | . | i | 41 | . | . | 1.9 | 3.5 | 8.1 | -1% | -0.37 | 884 | -2%

A draw from above in order of SMILES length, lowest first:
Order of results – Autophagy HCS | Autophagy HCS cell loss 18 h | TNAP activation fold | bCat nuc transl | bCat nuc transl cell count 5 µM | T cell HTS | T cell HTS vesicle-bound % | Hep lipid drop | Hep lipid drop cells 6.5 µM | MT stabilize HCS | MT stabilize HCS Hoechst-high % | MT stabilize HCS cytotoxicity % | PMI inhibition | Insulin prom up | Insulin prom up cell count | PMI inhibitors
Cc1cc(=O)n2[nH]cnc2n1
→ i | 8 | 1.1 | -0.9 | 1110 | i | 37 | -56 | 671 | 4.9 | 1.6 | 11 | -2% | 0.25 | 1452 | -1%
O=C(C1CC1)N1CCN=C1SCc1ccccc1
→ i | -5 | 1.1 | -2.8 | 1146 | i | 41 | 4 | 708 | 3.5 | 2.6 | 1.9 | 17% | -2.7 | 593 | 18%
Cn1c(=O)n(C)c2cc(/C=N/NC(=O)c3cccc(Br)c3)ccc21
→ i | -8 | 1.1 | -0.2 | 1114 | i | 35 | 1 | 743 | 2.2 | 1.8 | 8.4 | -1% | 0.52 | 977 | -1%

Taken from above.
bCat nuc transl cell count 5 µM, `OC(CN(c1ccccc1)c1ccccc1)Cn1cnc2ccccc21` (stereo not given) : 1190
Autophagy HCS cell loss 18 h, `COC(=O)CC1C(=O)NCCN1C(=O)OC(C)(C)C` (stereo not given) : 13
